Screens from PubChem BioAssay.
S1P4 agonist – human S1P4 receptor agonism; O95977; S1P4-expressing cell line, agonist reporter assay; activation, % at 4.98 µM; actives 0.35% (n = 220,000); AID 1509; in the data active means activation above about 11%;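 further: 0% = DMSO vehicle and 100% = reference agonist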
Target sequence (O95977 whole entry, looked up): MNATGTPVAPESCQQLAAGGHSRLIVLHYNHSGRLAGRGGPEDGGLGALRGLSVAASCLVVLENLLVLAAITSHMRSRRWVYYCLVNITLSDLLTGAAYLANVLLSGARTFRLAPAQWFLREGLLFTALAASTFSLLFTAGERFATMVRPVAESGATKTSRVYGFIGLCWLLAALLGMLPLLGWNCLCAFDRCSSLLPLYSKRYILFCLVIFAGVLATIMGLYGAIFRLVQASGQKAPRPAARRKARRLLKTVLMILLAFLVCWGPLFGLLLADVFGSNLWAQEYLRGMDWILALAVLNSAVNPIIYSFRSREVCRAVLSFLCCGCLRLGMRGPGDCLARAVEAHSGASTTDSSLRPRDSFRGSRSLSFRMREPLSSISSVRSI
Ba/F3 V617F tox – lowers viability of Ba/F3 cells expressing EpoR and JAK2V617F; inhibition, % at 5.6 µM; actives 1.1% (n = 220,000); ATP luminescence;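 active means inhibition above the campaign mean plus 3 SD over all tested compounds, cut at about 24% in these data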;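 further: cytokine-independent growth of Ba/F3 cells driven by EpoR plus mutant JAK2; 0% = DMSO-treated cells and 100% = JAK inhibitor I control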
NPY1 pot ag – potentiates or activates human NPY-Y1 receptor | NPY-Y1 expressing cells, potentiator/agonist activation | activation, % at 3.6 µM | actives 0.37% (n = 220,000) | AID 1304 | P25929; in the data active means activation above about 33%, passing the limit was not always enough;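 further: cells stimulated with NPY at EC10 then isoproterenol at EC100; 0% = low agonist plus stimulus and 100% = saturating agonist plus stimulus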
Target sequence (P25929 whole entry, looked up): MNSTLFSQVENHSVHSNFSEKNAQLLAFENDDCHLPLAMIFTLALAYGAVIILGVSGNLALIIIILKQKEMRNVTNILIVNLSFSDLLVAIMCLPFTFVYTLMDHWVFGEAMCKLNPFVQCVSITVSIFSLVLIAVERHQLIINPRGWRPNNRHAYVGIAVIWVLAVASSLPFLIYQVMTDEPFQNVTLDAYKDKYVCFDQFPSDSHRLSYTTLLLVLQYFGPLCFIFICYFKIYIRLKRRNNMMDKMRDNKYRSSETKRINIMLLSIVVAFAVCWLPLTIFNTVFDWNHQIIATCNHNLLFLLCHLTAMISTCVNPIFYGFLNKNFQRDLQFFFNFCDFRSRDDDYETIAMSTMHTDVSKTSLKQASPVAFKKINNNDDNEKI
NPY-Y1 antag – antagonists of human neuropeptide Y receptor Y1. actives 1% (n = 200,000). inhibition, % at 3.6 µM. P25929. AID 1040. HEK293-CNG Y1 cells, membrane potential fluorescence; NPY at EC95, then isoproterenol;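 active means inhibition above the campaign mean inhibition of all tested compounds plus 3 SD, cut at about 20% in these data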;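 further: 0% = DMSO wells given NPY plus isoproterenol and 100% = isoproterenol alone without NPY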
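System: HEK293 cells with Y1 receptor plus CNG channel / Probe or stimulus: NPY 25 nM then isoproterenol 1 µM plus Ro 20-1724 25 µM / Compound: one concentration, 3.6 µM, in 0.4% DMSO / Schedule: compound incubation 1 h at room temperature, readout 45 min post-stimulation / Measured by: membrane potential fluorescence / Read-out: % inhibition of NPY effect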
Runt-CBFb FRET – Runt domain-CBFb interaction inhibition; Cerulean-Runt/Venus-CBFb FRET ratio 530/480, 1 h; inhibition, % at 20 µM; actives 0.46% (n = 220,000); Q01196+Q13951; AID 1496;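 active means inhibition over about 50% at 20 µM in the single-dose screen, limit read from the data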;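 further: 0% = DMSO wells and 100% = excess unlabeled CBFb competitor control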
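Measured by: fluorescence energy transfer, 422 nm excitation, 530/480 nm emission; Assay system: Cerulean-Runt domain; Medium: Tris pH 7.5 buffer with BSA; Measure: loss of energy transfer signal; Controls: 5 µM unlabeled CBFb as full-inhibition high control; Incubation: protein complex preformed 1 h, compound exposure 1 h, room temperature, dark.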
S1P4 antagonist – blocks the human S1P4 receptor; S1P4-expressing cells, antagonist mode, reporter read-out; inhibition, % at 4.98 µM; actives 0.26% (n = 220,000); AID 1510; in the data active means inhibition above about 29%;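 further: 0% = wells stimulated with agonist and 100% = vehicle wells without agonist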
NPY2 pot ag – human NPY-Y2 potentiation or agonism, primary screen. activation, % at 3.6 µM. AID 1359. cells expressing NPY-Y2, potentiator/agonist read-out. actives 0.45% (n = 220,000); in the data active means activation above about 27%;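 further: cells stimulated with NPY near EC25 plus isoproterenol at EC100; 0% = vehicle plus submaximal agonist and 100% = vehicle plus saturating agonist; some results beyond the cut were filed as inactive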
RBBP9 inhibitor – blocks human serine hydrolase RBBP9. inhibition, % at 7.94 µM. actives 0.2% (n = 220,000). AID 1515. recombinant RBBP9, FP-Rh probe fluorescence polarization. O75884;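 active means inhibition above the campaign mean of all tested compounds plus 3 SD, cut at about 14% in these data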;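 further: plate controls were DMSO wells with RBBP9 for no effect and wells lacking RBBP9 protein for full effect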
Target sequence (O75884 whole entry, looked up): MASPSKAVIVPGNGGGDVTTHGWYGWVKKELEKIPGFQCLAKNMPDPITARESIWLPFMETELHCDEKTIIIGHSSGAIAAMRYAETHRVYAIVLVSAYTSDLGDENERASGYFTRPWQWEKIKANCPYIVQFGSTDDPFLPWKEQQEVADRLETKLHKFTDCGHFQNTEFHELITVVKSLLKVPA
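System: RBBP9 protein / Quantity: 2.5 µM RBBP9 dispensing solution, before mixing / Also added: Serine-hydrolase probe FP-Rh, 375 nM pre-mixing / Dosing: 7.94 µM single dose, 0.794% DMSO / Timing: enzyme-compound preincubation 30 min, then probe labeling 45 min, 25 °C / Signal: FP readout at 525/598 nm / Controls: DMSO-treated enzyme wells and wells lacking RBBP9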
BaF3 tox – reduces parental Ba/F3 cell viability, JAK2V617F counter-screen; actives 1.1% (n = 220,000); inhibition, % at 5.6 µM; AID 1486; CellTiter-Glo ATP luminescence;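 active means inhibition above a per-campaign cutoff, the mean inhibition of all tested compounds plus 3 SD, cut at about 27% in these data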;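 further: 0% = DMSO wells and 100% = JAK Inhibitor I control wells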
Starred values were filed as active, the others as inactive; · = not tested or not shown.

Sample of the layout:
SMILES	S1P4 agonist	Ba/F3 V617F tox	NPY1 pot ag	NPY-Y1 antag	Runt-CBFb FRET	S1P4 antagonist	NPY2 pot ag	RBBP9 inhibitor	BaF3 tox
O=C(NC1CCCCCC1)c1c2c(nc3ccccc13)CCN(Cc1ccccc1)C2	1.5	-2	6	10	-4	-12	-6	-9	3
Cc1cc(C)cc(-n2c(SCC(=O)Nc3cccc(S(=O)(=O)NC4=NCCCCC4)c3)nc3ccccc3c2=O)c1	0.1	5	1	3	-6	-7	-5	-18	12
COc1ccc(/C(O)=C/C(=O)C(=O)NNC(=O)C(O)(c2ccccc2)c2ccccc2)cc1	0.9	-3	111*	-12	0	-11	103*	-3	3
COc1ccc(N2CCN(c3nc4ccccn4c(=O)c3C=O)CC2)cc1	1.1	-1	-6	-4	14	-8	-1	-1	8
CC(=O)Nc1ccc(S(=O)(=O)N2c3ccccc3C(C)=CC2(C)C)cc1	-1.1	64*	8	3	2	1	1	2	64*

The whole of this part, from the start:
SMILES	S1P4 agonist	Ba/F3 V617F tox	NPY1 pot ag	NPY-Y1 antag	Runt-CBFb FRET	S1P4 antagonist	NPY2 pot ag	RBBP9 inhibitor	BaF3 tox
O=C(NC1CCCCCC1)c1c2c(nc3ccccc13)CCN(Cc1ccccc1)C2	1.5	-2	6	10	-4	-12	-6	-9	3
Cc1cc(C)cc(-n2c(SCC(=O)Nc3cccc(S(=O)(=O)NC4=NCCCCC4)c3)nc3ccccc3c2=O)c1	0.1	5	1	3	-6	-7	-5	-18	12
COc1ccc(/C(O)=C/C(=O)C(=O)NNC(=O)C(O)(c2ccccc2)c2ccccc2)cc1	0.9	-3	111*	-12	0	-11	103*	-3	3
COc1ccc(N2CCN(c3nc4ccccn4c(=O)c3C=O)CC2)cc1	1.1	-1	-6	-4	14	-8	-1	-1	8
CC(=O)Nc1ccc(S(=O)(=O)N2c3ccccc3C(C)=CC2(C)C)cc1	-1.1	64*	8	3	2	1	1	2	64*
NCCNc1ccc([N+](=O)[O-])cc1	1.2	1	4	·	0	-3	0	-9	2
CCOC(=O)C1(CCOC)CCN(C(=O)c2ccccc2-c2cccc(C)c2)CC1	-0.2	4	-13	8	0	-7	-13	-6	82*
COc1ccc2c(c1)C(=NN)c1cc(OC)ccc1-2	-1.1	1	17	-9	-4	1	4	-6	3
COC(=O)c1ccccc1NC(=O)c1cc2nc(C3CC3)cc(C(F)(F)F)n2n1	0.9	-3	-7	3	-1	-13	-12	-6	-2
Cc1ccc(-n2c(N)c(C(=O)N3CCOCC3)sc2=S)c(C)c1	0.1	-3	18	-9	41	-16	17	-10	3
O=C(CN(Cc1cccs1)C(=O)CNS(=O)(=O)c1ccc(Cl)cc1)NCC1CCCO1 (configuration not stated)	4.2	-5	12	6	2	3	11	-11	2
Cc1nc2ccccc2c2c1C(=O)N(C)C2=O	-2.5	-3	3	-3	0	3	5	3	8
CCCCN1C(=O)C(O)(CC(=O)c2ccccn2)c2ccccc21 (configuration not stated)	0.9	-1	4	2	0	-8	0	13	7
Fc1cc(F)c(F)c(SCCc2ccncc2)c1F	1.8	3	17	-2	1	-4	0	-2	2
CCN(CC)c1ccc(N2C(=O)/C(=C\c3cccnc3)SC2=S)cc1	-0.8	0	13	2	·	1	3	-7	9
CC12/C(=N/O)C3C4CC5C3/C(=N/O)C1C5C42 (configuration not stated)	1.2	2	12	1	-19	-10	-15	5	5
C(=C\c1ccccn1)/c1cccnc1	0.9	5	13	·	0	-9	-3	-5	-5
Cc1onc(-c2c(Cl)cccc2Cl)c1C(=O)OCC(=O)c1ccccc1	1.0	1	12	·	0	-20	-9	0	6
CCn1nnnc1SCC(=O)NCc1ccc2c(c1)OCO2	2.4	0	19	5	0	-4	-16	0	3
O=C(CCCCCN1C(=O)CCC1=O)Nc1ccc2c(c1)OCO2	0.9	-3	-31	3	1	-8	16	-2	4
O=C(COC(=O)c1ccccc1NC(=O)C1CC1)c1ccc2c(c1)OCCO2	0.1	-4	-22	9	1	9	-7	-4	-2
CC(C)C12CN3CC(C(C)C)(CN(C1)C3c1ccccc1)C2O (configuration not stated)	-0.6	-1	-5	9	2	-6	2	-1	1
CC(=O)Nc1c(-c2ccc(F)cc2)nc2ccccn12	2.1	0	-4	2	1	-10	-5	-4	2
COc1ccc(OC)c(-c2cc(C(=O)Nc3cc(C)on3)no2)c1	3.2	1	-19	-1	0	0	-15	-3	6
COc1ccccc1N/C(N)=N/c1nc(CSc2ccc(C)cc2)cc(=O)[nH]1	1.0	4	0	7	1	-8	-5	-15	3

(cont.)
SMILES	S1P4 agonist	Ba/F3 V617F tox	NPY1 pot ag	NPY-Y1 antag	Runt-CBFb FRET	S1P4 antagonist	NPY2 pot ag	RBBP9 inhibitor	BaF3 tox
Cc1ccnc(NS(=O)(=O)c2ccc(NC(=O)c3c(-c4ccccc4Cl)noc3C)cc2)n1	0.5	1	-5	-9	1	-12	12	1	9
Cn1c(=O)c2c(ncn2CC(=O)N2CCCc3ccccc32)n(C)c1=O	1.7	2	-12	1	-1	2	-2	-10	4
COc1ccc(-c2cc(CNC(=O)CN3CCN(C)CC3)on2)cc1	-0.4	-2	4	-1	0	-4	5	0	3
O=C(CN1C(=O)C2CC=CCC2C1=O)N1CCN(c2ccc([N+](=O)[O-])cc2)CC1 (configuration not stated)	0.9	3	-18	·	-2	17	1	-6	4
O=C(Nc1ccc(S(=O)(=O)N2CCOCC2)cc1)C1COc2ccccc2O1 (configuration not stated)	-3.4	-3	7	-2	-1	8	11	-7	0
CCOC(=O)C1CCN(c2ncnc3c2c(-c2ccccc2)cn3-c2ccc(C)cc2)CC1	0.7	-3	13	-4	-5	6	-9	-7	2
COc1cc(CO)ccc1OCc1ccc(Cl)nc1	2.0	2	-12	·	2	-3	-6	-5	-5
Cc1ccc(N(CC(=O)N2CCc3ccccc32)C2=NC(=O)CS2)cc1	0.0	4	-29	-1	-4	-4	-2	-11	6
COc1cc(C)ccc1OCCOCCOc1ccccc1[N+](=O)[O-]	0.2	3	-40	7	0	-13	-9	-6	4
Cc1ccc(C(C(=O)NCc2ccco2)N(CCc2ccccc2)C(=O)Cn2nnc3ccccc32)o1 (configuration not stated)	0.9	3	2	19	-4	-15	0	-15	3
O=C(O)Cc1c(O)ccc2ccccc12	-1.1	-1	3	4	-1	-19	-16	0	10
COC(=O)c1nn(-c2ccccc2)c(Sc2ccc(OC)cc2)c1/C=N/O	-0.3	1	4	2	0	-19	7	-8	7
CCN(C(=O)[C@@H]1CCCN1C(=O)c1cccs1)c1nc2cc(Cl)ccc2s1	1.0	5	-13	10	-2	3	-10	-6	8
CCn1cnc2scc(-c3ccccc3)c2c1=O	-2.7	2	-44	-2	-2	-10	-9	-12	2
CCCNC(=O)C1CCN(S(=O)(=O)c2ccc(Br)cc2)CC1	0.5	-4	0	-6	-4	-9	9	-2	-2
Cc1nnc(NCc2n[nH]c(=O)c3ccccc23)c2ccccc12	-2.1	-2	6	6	-1	-18	8	1	3
O=C(c1cnc2ccccn2c1=O)N1CCCc2ccccc21	2.1	0	6	-4	-1	-19	10	-5	7
CC(C)c1c(O)nc(SCCN(C)C)[nH]c1=O	0.7	4	0	1	-1	4	9	-3	2
O=C(CSc1ncccc1-c1nc2ccccc2[nH]1)N1CCCCC1	1.2	5	-3	2	0	-15	4	-2	8
CCOC(=O)c1c(-c2ccc(Cl)cc2)cn2ccccc12	0.2	-6	-15	-1	-2	1	-2	4	1
Cc1ccc(C2C=C(c3ccccc3)Nc3nc(N4C(=O)CCC4=O)nn32)cc1 (configuration not stated)	-0.6	1	-21	-1	-117	17	-1	-1	1
COc1c(Cl)ccc(Cl)c1C(=O)OCC(=O)O	-1.4	-1	-12	5	0	-1	0	-1	5
CCOC(=O)c1c(N)sc(C(=O)Nc2ccc3c(c2)OCO3)c1C	-1.8	4	-2	3	-2	-2	-1	-13	7
Cc1ccc2nc(-c3ccncc3)cc(C(=O)Nc3ccc4c(c3)OCCO4)c2c1	-2.3	0	-8	5	-6	18	-36	3	0
CC1CCC(NC(=S)NCCN(C)C)CC1 (configuration not stated)	1.2	-1	16	-2	1	-21	4	7	4

Individual results from the results shown:
CCn1cnc2scc(-c3ccccc3)c2c1=O in NPY1 pot ag = -44
Cc1nnc(NCc2n[nH]c(=O)c3ccccc23)c2ccccc12 in S1P4 antagonist = -18
O=C(CN(Cc1cccs1)C(=O)CNS(=O)(=O)c1ccc(Cl)cc1)NCC1CCCO1 (configuration not stated) in BaF3 tox = 2
CC(C)C12CN3CC(C(C)C)(CN(C1)C3c1ccccc1)C2O (configuration not stated) in NPY2 pot ag = 2

Structural class, those above with fluorine (3)
SMILES	S1P4 agonist	Ba/F3 V617F tox	NPY1 pot ag	NPY-Y1 antag	Runt-CBFb FRET	S1P4 antagonist	NPY2 pot ag	RBBP9 inhibitor	BaF3 tox
COC(=O)c1ccccc1NC(=O)c1cc2nc(C3CC3)cc(C(F)(F)F)n2n1	0.9	-3	-7	3	-1	-13	-12	-6	-2
Fc1cc(F)c(F)c(SCCc2ccncc2)c1F	1.8	3	17	-2	1	-4	0	-2	2
CC(=O)Nc1c(-c2ccc(F)cc2)nc2ccccn12	2.1	0	-4	2	1	-10	-5	-4	2

Next part.
SMILES	S1P4 agonist	Ba/F3 V617F tox	NPY1 pot ag	NPY-Y1 antag	Runt-CBFb FRET	S1P4 antagonist	NPY2 pot ag	RBBP9 inhibitor	BaF3 tox
COc1ccc(N(CC(=O)N2CCN(Cc3ccc4c(c3)OCO4)CC2)S(=O)(=O)c2ccc(F)cc2)cc1	0.6	1	-1	·	-3	8	4	-7	4
Cn1c(=O)cc(SCC(=O)N2CCCC2)c2ccccc21	0.3	-1	5	2	1	-9	13	-3	8
O=C(CCS(=O)(=O)c1cccc2nsnc12)NC1CCCCCC1	0.7	-1	0	4	·	-11	-5	-11	-1
Cc1noc(C)c1S(=O)(=O)N1CCC(C(=O)NCCCN2CC(C)CC(C)C2)CC1 (configuration not stated)	2.0	2	8	-3	2	-1	-11	-2	5
Cc1ccc2nc(NC(=O)CC3Oc4ccccc4NC3=O)sc2c1 (configuration not stated)	-0.1	0	19	·	0	-13	10	-1	3
O=C(OCc1nnc(-c2ccccc2)o1)c1ccccc1	-1.5	-3	12	-1	-1	8	-13	1	1
CCS(=O)(=O)N1CCN(c2ccc([N+](=O)[O-])c(NC(C)c3ccccc3)c2)CC1 (configuration not stated)	0.7	1	10	-3	-3	-11	11	-1	3
CCC(=O)Nc1cc(C(C)C)c(O)cc1C	-0.2	-3	3	-3	-2	2	-8	-1	6
C/C(=N\NC(=O)CCc1ccc(S(=O)(=O)N2CCOCC2)cc1)c1ccccc1Cl	0.2	0	-1	-2	1	-5	7	-9	5
